# TcdB inh: TcdB glycohydrolase inhibitors, primary screen, biochemical, single point, plate reader | Toxin B (Clostridioides difficile), P18177 | TcdB glycohydrolase enzymatic assay | inhibition, % at 9.99 µM | 0.24% of 350,000 active | AID 652162, 2013; in the data active = inhibition above about 10%
# DUSP3 inh: VHR1 phosphatase inhibitors, primary screen, biochemical, absorbance, uHTS | recombinant VHR phosphatase, pNPP absorbance | 0.52% of 290,000 active | inhibition, % at 13.3 µM | AID 1654, 2009 | Dual specificity protein phosphatase 3 (Homo sapiens), P51452; in the data active = inhibition above about 50%; also: some compounds called inactive have numbers as strong as hits
# Target sequence (P51452 whole entry, looked up): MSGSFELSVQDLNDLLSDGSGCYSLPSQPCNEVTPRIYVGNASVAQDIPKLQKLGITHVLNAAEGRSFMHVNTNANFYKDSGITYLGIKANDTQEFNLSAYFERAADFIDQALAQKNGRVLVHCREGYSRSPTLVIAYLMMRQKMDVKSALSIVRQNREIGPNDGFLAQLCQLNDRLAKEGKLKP
# PfHsp40 yeast: rescue of yeast from PfHsp40 toxicity, primary screen, S. cerevisiae, ATP luminescence; S. cerevisiae expressing PfHsp40, growth rescue; 0.68% of 340,000 active; AID 504582, 2011; growth rescue, % at 12.5 µM; in the data active = growth rescue above about 28%, passing the limit was not always enough; inconclusive = no clear call, values can overlap the other calls;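 also: yeast W303a lacking pdr1 and pdr3 grown in galactose medium; growth measured after three days at 30 °C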
# Y pestis TopoI: Yersinia pestis topoisomerase I inhibitors, primary screen, biochemical, cleavage product accumulation, plate reader, single point | DNA topoisomerase I (Yersinia pestis CO92) | Y. pestis Topo-I cleavage product accumulation | activity, % at 10 µM | 0.064% of 360,000 active | AID 504884, 2011; in the data active = activity above about 50%, passing the limit was not always enough; inconclusive = no clear call, values can overlap the other calls; also: inactives centre near 2
# Rv3671c protease: Rv3671c serine protease inhibitors, primary screen, biochemical, fluorescence polarization, M. tuberculosis H37Rv | P9WHR9 | inhibition, % at 5.96 µM | 0.048% of 320,000 active | AID 2606, 2010; in the data active = inhibition above about 38%;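 also: extracellular domain of Rv3671c used as enzyme; 0% = enzyme with DMSO and 100% = no enzyme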
# Target sequence (P9WHR9 whole entry, looked up, the tested form may be a part): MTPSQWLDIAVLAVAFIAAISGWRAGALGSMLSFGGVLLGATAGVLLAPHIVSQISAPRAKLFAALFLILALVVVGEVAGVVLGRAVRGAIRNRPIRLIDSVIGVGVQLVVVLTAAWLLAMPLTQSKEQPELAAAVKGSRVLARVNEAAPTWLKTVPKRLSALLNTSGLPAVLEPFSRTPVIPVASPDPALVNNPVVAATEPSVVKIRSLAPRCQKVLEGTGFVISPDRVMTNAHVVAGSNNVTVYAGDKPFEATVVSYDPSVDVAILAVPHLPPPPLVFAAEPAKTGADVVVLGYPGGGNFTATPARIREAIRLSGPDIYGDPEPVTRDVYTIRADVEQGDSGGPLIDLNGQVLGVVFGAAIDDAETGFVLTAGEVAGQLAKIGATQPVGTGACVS
# Anthrax LF inh2: Bacillus anthracis LF protease inhibitors, primary screen, biochemical, multiplex microsphere, MLPCN library | 0.12% of 360,000 active | inhibition, % at 10 µM | multiplex microsphere protease cleavage assay; in the data active = inhibition above about 30%; inconclusive = no clear call, values can overlap the other calls; also: plate controls were buffer without enzyme for full effect and enzyme alone for no effect
# SARS 3CLpro inh: SARS-CoV 3CLpro protease inhibitors, primary screen, biochemical, quenched FRET; inhibition, % at 6 µM; recombinant SARS-CoV 3CLpro, quenched FRET peptide cleavage; 0.14% of 290,000 active; AID 1706, 2009; Replicase polyprotein 1ab (Severe acute respiratory syndrome coronavirus), P0C6X7; in the data active = inhibition above about 12%
# PriA SSB inh: inhibitors of Klebsiella pneumoniae PriA binding to SSB C-terminal tail, primary screen, biochemical, AlphaScreen. PriA–SSB C-terminal tail interaction (Klebsiella pneumoniae). AlphaScreen SSBct-PriA binding, biotinylated peptide. inhibition, % at 33 µM. 0.6% of 430,000 active; in the data active = inhibition mostly above about 37%, no sharp cut-off; inactive = mostly below about 20%;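 also: plate controls were negative control peptide for no effect and reference peptide for full effect; strong numbers were not always called active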
# MazF activator: activators of E. coli MazEF toxin-antitoxin RNase, primary screen, biochemical, fluorescence, uHTS | FAM/BHQ RNA-DNA oligo cleavage fluorescence, 5 h | activation, % at 20 µM | 0.32% of 350,000 active | AID 504720, 2011; in the data active = activation above about 50%
# Target sequence (P0AE70 whole entry, looked up): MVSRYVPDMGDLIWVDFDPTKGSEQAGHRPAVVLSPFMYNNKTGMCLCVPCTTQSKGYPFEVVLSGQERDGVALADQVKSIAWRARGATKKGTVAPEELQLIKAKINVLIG
# BH1578 lux ind: inducers of Vibrio cholerae quorum light production without autoinducers, primary screen, BH1578 luxS cqsA deficient, single point. activation, % at 18.7 µM. 0.16% of 350,000 active. V. cholerae BH1578 lux reporter, luminescence, 6 h; in the data active = activation mostly above about 9.7%, no sharp cut-off; inconclusive = no clear call, values can overlap the other calls; inactive = mostly below about 3.7%; also: not every result past the cut was called active; inactives centre near 0; reference of the scale not given here
# The depositor's hits bear a star; i = inactive; ? = inconclusive; · = not tested or not shown; & = joins results of further samples. The list is partial; count on the stated rates, not on these rows.
no.	mol	SARS 3CLpro inh	PriA SSB inh	DUSP3 inh	TcdB inh	BH1578 lux ind	MazF activator	Anthrax LF inh2	Rv3671c protease	Y pestis TopoI	PfHsp40 yeast
1	COc1cccc(-n2ccnc2SCC(=O)N2CCc3ccccc32)c1	2	9	9	·	-0.9	7	0	-1	7	-1.8
2	Cc1cc2oc(=O)cc(CN(C)Cc3ccc(OC(F)F)cc3)c2cc1Cl	-1	-10	38	-0.1	-0.4	-9	-2	-2	12	1.6
3	COc1ccc2c(c1)C(C)=CC(C)(C)N2C(=O)Nc1ccccc1	-4	38*	13	·	i	1	-1	-23	-3	0.2
4	O=C(Nc1cccc(F)c1)NC1(C(=O)N2CCN3CCCC3C2)CCCCC1 (stereo unspecified)	-1	3	8	·	i	5	-1	3	7	?
5	Cc1cc(OCC(=O)Nc2ccc(CN3CCOCC3)cc2)ccc1Cl	6	5	7	1.9	-0.6	5	2	·	24	1.6
6	CCCN(C(=O)Cc1csc(-c2ccccc2)n1)C1CCS(=O)(=O)C1 (stereo unspecified)	·	-10	·	-0.3	i	0	-2	-4	-4	-0.6
7	O=C(N=Nc1c(O)[nH]c2ccccc12)c1cccc(S(=O)(=O)N2CCCCC2)c1	-1	1	6	-1.1	-0.3	16	-1	5	2	-1.0
8	Cc1cc(NC(=O)CCN2CCN(Cc3ccccc3)CC2)ccc1Br	-7	14	30	1.2	0.6	7	-16	-4	0	0.6
9	O=C(Oc1ccc(-c2nnco2)cc1)N1CCCCC1	-7	-6	-9	·	-2.0	-16	4	7	3	0.6
10	Cc1ccccc1OCCSCc1nc2ccccc2[nH]1	-2	-7&-16	9	-0.8	-0.2	-2	-1	-3	11	3.8
11	COc1ccc(NC(=O)CSc2ccc3nnc(-c4ccccn4)n3n2)c(OC)c1	-1	-13	6	0.0	-1.0	2	2	-10	1	-0.2
12	CCn1ncc(/C=C/C(=O)C2CC2)c1C	-3	-4	14	·	-0.2	-9	0	2	-7	-0.2
13	O=C(COC(=O)Cc1n[nH]c(=O)c2ccccc12)NNC(=O)c1ccc(Cl)cc1	·	-5	·	-1.2	i	2	3	-1	-1	-1.2
14	Cc1cc(=O)oc2cc(NC(=O)c3ccccc3OC(F)F)ccc12	13*	-9	7	1.2	-0.1	4	0	6	-2	-0.3
15	COC(=O)C(Cc1c[nH]c2ccccc12)NC(=O)C(=O)c1c[nH]c2ccccc12 (stereo unspecified)	4	26	1	1.8	7.1	8	-3	-6	-8	3.7
16	Cc1ccc2c(c1)C(c1ccc(O)cc1)(c1ccc(O)cc1)C(=O)N2C	2	-3	6	-0.7	-0.5	0	-1	5	8	-2.0
17	O=C(c1cc2ccccc2o1)N1CCN(Cc2ccc3c(c2)OCO3)CC1	-5	2	26	0.0	i	5	6	-5	32	1.2
18	CCOC(=O)C1=C(C)N=c2s/c(=C/c3ccc(OCC(=O)O)cc3)c(=O)n2C1c1ccc(F)cc1 (stereo unspecified)	8	·	15	2.3	i	-85	5	2	11	5.3
19	CC(C)(C)NC(=O)C1CCCN(S(=O)(=O)c2cccc3cccnc23)C1 (stereo unspecified)	-3	5	25	0.7	-0.4	2	6	-1	-1	0.6
20	COC(=O)c1cccc(N/C=C(\[N+](=O)[O-])S(=O)(=O)c2ccccc2)c1	-2	-14	-29	0.4	i	3	-11	14	-4	0.7
21	NC(=O)c1cccn1-c1ncc(C(F)(F)F)cc1Cl	-2	-4	13	0.3	-0.2	5	-3	-3	7	0.0
22	COc1cccc(C2CC(c3ccc(C)cc3)=NN2C(=O)c2ccccc2F)c1OC (stereo unspecified)	4	-1	22	1.7	i	-3	1	-2	26	0.4
23	Cc1ccc(C)c(OCCC(=O)OCC(=O)NC(=O)NC2CCCC2)c1	·	-11	·	1.0	i	2	-1	-1	-9	0.7
24	c1ccc(C2=NNC(=NC3CC3)SC2)cc1	5	0	30	·	-8.7	0	-1	-4	1	-1.3
25	CC(O)CNc1nc(N)[nH]c(=O)c1N=Nc1ccccc1 (stereo unspecified)	·	7	·	0.7	i	12	-1	·	2	0.5
26	O=C(Nc1ccc2c(c1)OCO2)c1ccncc1	-2	-17	29	·	-1.3	5	-5	5	-4	-0.4
27	CCOc1ccc2nc(NC(=O)CSc3ccc(Cl)cc3)sc2c1	-1	-10	-2	·	1.1	6	-4	-18	1	-0.2
28	C=CC[C@@H]1Cc2c(Br)ccc(Br)c2[C@@H](CC=C)N1	-3	-80	-2	·	-0.7	-8	1	-2	14	-0.6
29	O=S(=O)(Nc1ccc(N2CCOCC2)cc1)c1ccc2ccccc2c1	2	9&52	-4	·	-0.6	8	-5	1	1	2.5
30	Cn1nnc(NC(=S)NC(=O)c2ccc3ccccc3c2)n1	·	·	·	0.9	-0.8	4	-7	·	-2	·
31	O=C(NCc1cccnc1)c1cc(C(=O)C2CC2)c[nH]1	3	11	9	4.3	1.4	7	3	2	5	0.9
32	COc1cccc(CNC(=O)COC(=O)c2ccc(N3CCCC3=O)cc2)c1	·	·	·	-1.9	0.5	5	2	·	1	·

# Reprinted from the results shown, 10 compounds:
no.	mol	SARS 3CLpro inh	PriA SSB inh	DUSP3 inh	TcdB inh	BH1578 lux ind	MazF activator	Anthrax LF inh2	Rv3671c protease	Y pestis TopoI	PfHsp40 yeast
20	COC(=O)c1cccc(N/C=C(\[N+](=O)[O-])S(=O)(=O)c2ccccc2)c1	-2	-14	-29	0.4	i	3	-11	14	-4	0.7
21	NC(=O)c1cccn1-c1ncc(C(F)(F)F)cc1Cl	-2	-4	13	0.3	-0.2	5	-3	-3	7	0.0
22	COc1cccc(C2CC(c3ccc(C)cc3)=NN2C(=O)c2ccccc2F)c1OC (stereo unspecified)	4	-1	22	1.7	i	-3	1	-2	26	0.4
23	Cc1ccc(C)c(OCCC(=O)OCC(=O)NC(=O)NC2CCCC2)c1	·	-11	·	1.0	i	2	-1	-1	-9	0.7
24	c1ccc(C2=NNC(=NC3CC3)SC2)cc1	5	0	30	·	-8.7	0	-1	-4	1	-1.3
25	CC(O)CNc1nc(N)[nH]c(=O)c1N=Nc1ccccc1 (stereo unspecified)	·	7	·	0.7	i	12	-1	·	2	0.5
26	O=C(Nc1ccc2c(c1)OCO2)c1ccncc1	-2	-17	29	·	-1.3	5	-5	5	-4	-0.4
27	CCOc1ccc2nc(NC(=O)CSc3ccc(Cl)cc3)sc2c1	-1	-10	-2	·	1.1	6	-4	-18	1	-0.2
28	C=CC[C@@H]1Cc2c(Br)ccc(Br)c2[C@@H](CC=C)N1	-3	-80	-2	·	-0.7	-8	1	-2	14	-0.6
29	O=S(=O)(Nc1ccc(N2CCOCC2)cc1)c1ccc2ccccc2c1	2	9&52	-4	·	-0.6	8	-5	1	1	2.5

# (more compounds)
no.	mol	SARS 3CLpro inh	PriA SSB inh	DUSP3 inh	TcdB inh	BH1578 lux ind	MazF activator	Anthrax LF inh2	Rv3671c protease	Y pestis TopoI	PfHsp40 yeast
33	CCN(CC)c1ccc(NC(=O)CN2CCN(CC(=O)Nc3ccccc3F)CC2)cc1	-8	25	17	·	i	-3	-3	2	26	0.1
34	CCCCN(C(=O)Cn1ncc(Cl)c(Cl)c1=O)c1c(N)n(CC(C)C)c(=O)[nH]c1=O	7	-3	-1	-0.2	i	-2	-7	-9	3	1.8
35	O=C(NCCNc1ccc([N+](=O)[O-])cc1)c1cccc2c(Br)cccc12	0	-12	2	0.6	-0.2	13	-2	-14	-14	5.0
36	NC(=O)CCn1c(C(=O)c2cccc([N+](=O)[O-])c2)c2ccccc2[n+]1[O-]	26*	5	29	-0.4	i	1	0	-7	-2	0.6
37	CCOC(Cn1c(SCc2cc(C(C)=O)ccc2OC)nc2ccccc2c1=O)OCC	-2	-2	45	0.2	-0.6	10	1	-10	10	1.1
38	COc1cc(C(=O)Sc2ccc(C)cc2)cc(OC)c1OC	2	-3	21	·	5.3	-10	-1	-2	43	-0.7
39	Cc1cc(NC(=O)Nc2cccc3ccccc23)no1	0&0	-11	19&34	·	-0.3	3	-4	5	3	4.7
40	O=C(Cn1cc(SCc2ccc(Cl)cc2)c2ccccc21)N1CCOCC1	-2	4	23	·	-0.4	1	-2	1	0	0.4
41	O=C1NC(=O)C2(Cc3ccccc3N3CCCC32)C(=O)N1Cc1ccccc1 (stereo unspecified)	1	6	-2	·	4.2	0	-3	-18	11	0.4
42	O=C1CCCC(O)=C1C=Nc1cccc(C(F)(F)F)c1	-2	-4	13	0.6	-0.2	6	-1	-1	-13	-0.5
43	CCOC(=O)N1CCC(NC(=O)C2CCCN(Cc3nc(-c4cccc(Cl)c4)oc3C)C2)CC1 (stereo unspecified)	-3	-1	21	0.3	-1.5	7	-8	8	13	-0.7
44	COc1ccccc1C(=O)O/N=C(/c1ccncc1)c1ccc([N+](=O)[O-])cc1	7	·	22	1.8	i	-2	-4	-12	8	1.3
45	O=C1C2C3C=CC(C3)C2S(=O)(=O)C2C3C=CC(C3)C12 (stereo unspecified)	·	·	·	0.8	i	7	-3	·	-4	·
46	COc1ccc(NC(=O)CSc2nnc(-c3ccoc3C)n2CCc2ccccc2)cc1	1	-19	4	·	·	-8	3	-4	31	-0.8
47	O=C(CCNC(=O)c1ccc(Br)cc1)Nc1cc(Cl)ccc1-n1cncn1	·	-24	·	0.7	-2.1	-3	-3	-1	4	5.8
48	Cc1ccccc1-n1c(SCC(=O)N/N=C/C=C/c2ccccc2[N+](=O)[O-])nc2ccccc2c1=O	3	·	-1	-0.9	-0.7	-19	-2	-39	18	-0.7
49	CC(C)C(=O)N1CCC1(C)C(=O)Nc1cc(-c2ccccc2)nn1C (stereo unspecified)	·	·	·	0.7	i	·	-1	·	-7	·
50	Cc1ccc2nc(SCC(=O)Nc3cccc([N+](=O)[O-])c3)[nH]c2c1	1	19	25	·	-0.2	7	-21	-19	-15	1.8
51	COc1ccc(-c2nc3ccccn3c2C=O)cc1	6	-5	8	·	-1.5	5	-7	-11	-5	-0.9
52	Cc1ccc(NC(=O)CSCC(=O)Nc2ccc(N3CCOCC3)c(Cl)c2)cc1	0	3	17	·	-0.7	-6	-4	-5	13	1.7
53	CC(C)(C)NS(=O)(=O)c1ccc(-c2csnn2)s1	2	2	20	·	i	-2	7	1	-2	-0.5
54	CCCNC(=O)/C(C#N)=C1\N=C(NC(=O)c2cccs2)c2ccccc21	-1	-9	2	-0.7	-0.4	14	-1	1	-11	8.7
55	C/C(=N\c1nc2ccccc2n1C)c1cc(Cl)ccc1O	-5	·	18	·	-1.4	-2	-2	-4	-6	1.1
56	COC(=O)C1C(=O)c2c(n[nH]c2C)CC1(C)C (stereo unspecified)	-1	8	6	·	-0.7	3	-3	3	3	-1.1
57	CC(=O)S[C@@H]1CC2=CC(=O)CC[C@]2(C)[C@H]2CC[C@@]3(C)[C@@H](CC[C@@]34CCC(=O)O4)[C@H]12	·	-1	·	0.6	i	12	4	-2	10	-0.2
